Bioassay records deposited in PubChem by several laboratories.
HSF1 inh: HSF1 inhibition; NIH3T3-HGL HSE-luciferase, MG132-induced, luminescence 8 h; active compounds read low; activity change, negative = inhibition, % at 7.5 µM (by protocol); 300,000 tested, 0.77% active;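 active = more than half of replicate wells show activity change below -50%, luminescence cut by over half; inconclusive = some wells, but at most half, below -50%; inactive = no replicate well below -50%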;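 note: luciferase reports HSF-1 transcriptional activity via heat shock element; 0% = median of DMSO wells and -100% = zero luminescence signal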
AI-2 QS mod: Vibrio harveyi AI-2 quorum sensing modulation; 300,000 tested, 0.4% active; Vibrio harveyi JMH597 AI-2 luminescence/OD600 ratio, 9 h; active compounds read low; strain lacks LuxN and CqsS sensors; 0 = neutral-control median; AID 2094; activity change, % at 7.5 µM; in the data active = activity change below about -75%, passing the limit was not always enough; inconclusive = no clear call, values can overlap the other calls;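 note: luminescence divided by OD600 gain over 9 h not by final OD600 alone; inactives centre near 13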
HSF-1 act: increases HSF-1 driven luciferase reporter signal; NIH3T3-HGL HSF-1 luciferase reporter, MG132, 8 h; 100% = twice DMSO control signal; activation, % at 9 µM; 300,000 tested, 1.7% active;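 active = mean replicate activation of at least 50% with a set share of replicates each reaching 50%; inconclusive = only one of those two conditions met; inactive = mean below 50% and too few replicates reaching it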;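 note: 0% = median of the neutral control wells and 100% = twice that signal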
SKKanGAS inh: inhibitors of SKKanGAS S. pyogenes growth in kanamycin (SK-promoter or general growth effect); 300,000 tested, 1.3% active; inhibition, % at 7.5 µM; BacTiter-Glo, 6 h;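 active = mean replicate score, as percent of positive control median, at least 50; inconclusive = mean below 50 but one replicate at or above 50; inactive = mean and every replicate below 50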;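 note: strain carries kanamycin resistance gene driven by streptokinase promoter and grows in 40 µg/ml kanamycin; loss of luminescence reflects streptokinase promoter inhibition or plain growth inhibition; 0% = median of DMSO wells and 100% = positive control at its reference dose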
IEC-6 tox: IEC-6 cytotoxicity, counter-screen for KLF5 inhibitors. luminescence viability. inhibition, % at 5 µM. 290,000 tested, 0.78% active; in the data active = inhibition above about 22%;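 note: 0% = plate median of test compound wells and 100% = cytotoxic reference compound wells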
aSyn UTR inh: 5' untranslated region of α-synuclein, MLPCN primary screen. alpha-synuclein 5'UTR reporter, inhibitor activity. inhibition, % (tested at 7.5 µM). 300,000 tested, 0.82% active. AID 1813; in the data active = inhibition above about 60%; inconclusive = no clear call, values can overlap the other calls;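 note: H4 neuroglioblastoma cells stably carrying SNCA 5'UTR luciferase fusion; 0% = DMSO wells and 100% = positive control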
Platelet DG rel: platelet dense granule release activity | human platelet-rich plasma, SFLLRN dense granule ATP release, luminescence | inhibition, %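 (compounds screened at 7.5 µM in platelet-rich plasma)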 | 300,000 tested, 0.22% active | AID 1663;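 active = mean replicate score, as percent of positive control, at or above 50; inconclusive = mean below 50 but at least one replicate at or above 50; inactive = mean and every replicate below 50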
KLF5 inh: inhibitors of KLF5 expression; DLD-1 KLF5 promoter-luciferase reporter, luminescence; inhibition, % at 5 µM; 290,000 tested, 0.23% active;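 active = inhibition above a per-plate limit of that plate's mean compound inhibition plus 3 SD, cut at about 60% in these data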;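 note: 0% = DMSO wells and 100% = LY294002 at 200 µM; higher means less KLF5 promoter-driven luciferase light; inactives centre near -14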
HIF activator: HIF pathway transcriptional activation | U2OS HRE-luciferase reporter, luminescence; normalized: DMSO 0%, desferrioxamine 100% | activation, % at 7.5 µM (by protocol) | 300,000 tested, 0.32% active | AID 1910;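 active = mean activation of at least 10% of the iron chelator positive control signal, with at least half of replicates also reaching 10%; inconclusive = mean and replicate majority disagree about reaching 10%; inactive = mean and most replicates under 10%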
HSP90 refold inh: HSP90 refolding inhibition in rabbit reticulocyte lysate; inhibition, % at 5.6 µM; 290,000 tested, 0.91% active; AID 1789; luciferase refolding luminescence, 3 h;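 active = inhibition above the screen-wide mean plus 3 SD, computed separately per campaign, cut at about 16% in these data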;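 note: 0% = DMSO wells and 100% = 60 µM geldanamycin wells; inhibitors lower the luminescence because luciferase stays unfolded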
The depositor's hits bear a star; ? = inconclusive; . = no result given.

Results follow in this order: HSF1 inh	AI-2 QS mod	HSF-1 act	SKKanGAS inh	IEC-6 tox	aSyn UTR inh	Platelet DG rel	KLF5 inh	HIF activator	HSP90 refold inh
> CCCc1sc(N2CCCC(C(N)=O)C2)nc1-c1ccccc1 (configuration not stated)
  -2	11	-23	-6	-2	10	-55	-14	0.2	-1
> Cc1cc(-n2cnc(-c3cn[nH]c3C)n2)no1
  0	9	-2	-2	-5	-30	5	-5	0.8	2
> Cc1cc(NS(=O)(=O)c2ccc(C3CCCCC3)cc2)no1
  2	-60	-1	15	2	-6	1	-6	1.5	-1
> COCCN1C(=S)NC(c2cccc(C(F)(F)F)c2)C(C(=O)N2CCOCC2)=C1C (configuration not stated)
  -5	25	-2	-3	0	-19	5	-30	0.1	-3
> O=C(O)c1ccccc1C(=O)Nc1ccc(S(=O)(=O)NC2CCCCC2)cc1
  2	32	2	-8	2	-4	-5	-8	0.1	1
> CCCC(C(=O)NCC1CCCO1)N(Cc1ccco1)C(=O)CNS(=O)(=O)c1ccccc1 (configuration not stated)
  0	26	1	1	-9	14	6	-41	-0.7	-3
> Cc1ccc(NC(=O)CSc2ncccn2)c([N+](=O)[O-])c1
  12	9	6	-1	5	-43	7	-50	0.7	-1
> CCOc1ccc2nc(NC(=O)CS(=O)(=O)c3ccccc3)sc2c1
  9	27	-5	-1	0	-21	3	-8	2.2	3
> CCCN(Cc1cc2cccc(C)c2[nH]c1=O)S(C)(=O)=O
  -3	5	13	1	2	5	-4	-17	-0.1	3
> Cc1ccc(-c2nc3cc(C)ccc3o2)cc1
  -30	18	-37	-6	-4	73*	-4	-134	-0.6	13
> O=C(c1ccccc1)c1cc(-c2ccccn2)c(N2CCOCC2)s1
  -1	5	5	-4	-1	-6	3	-12	-0.4	3
> Cc1sc2c(c1C)CN(CCN1CCOCC1)CN2C(=O)c1ccccc1
  21	34	27	-5	-4	-82	11	-72	3.6	-1
> CCSc1ncc(/C=N/Nc2ccccc2)n1C
  9	16	14	10	7	-109	26	18	1.1	0
> Cc1nc2scc(C)n2c(=O)c1S(=O)(=O)N1CCN(c2ccccn2)CC1
  2	-2	8	-2	1	10	-8	-17	-0.6	5
> N#Cc1ccc(COC(=O)c2ccccn2)cc1
  -1	2	4	-3	4	-36	-19	-3	-0.8	-3
> Cc1cc(NC(=O)CSCC(=O)N2CCN(c3cccc(C(F)(F)F)c3)CC2)no1
  5	29	-12	-3	.	0	-7	.	-0.3	.
> Cc1cc(NC(=O)C2CCN(S(=O)(=O)c3cccs3)CC2)no1
  -4	1	2	1	7	3	7	2	-0.3	4
> Cc1[nH]nc2c1C(c1cccc(OC(=O)N3CCOCC3)c1)C(C#N)=C(N)O2 (configuration not stated)
  10	4	26	0	-4	19	8	-22	-0.3	-1
> Clc1ccc(-c2noc(COc3ccccc3)n2)cc1
  17	?	29	4	3	-57	-2	-6	2.0	-3
> CS(=O)(=O)N(CCc1ccccc1)CC(N)=O
  -4	19	0	4	-1	-9	-6	19	-21	-1
> CCCC(=O)NC(=S)Nc1ccccc1N1CCOCC1
  0	5	-11	3	3	17	8	-10	-1.6	1
> NC(=S)NNc1ccc(Cl)c(Cl)c1
  13	28	11	-9	6	3	-6	-35	-0.3	3
> CCOc1cc(-c2nc(-c3ccncc3)no2)cc(OCC)c1OCC
  0	4	0	4	-5	-5	0	-14	-0.1	-1
> CCOc1ccccc1N(CC(=O)NCc1ccco1)C(=O)CCC(=O)Nc1nccs1
  10	5	7	-2	-4	1	0	-12	-0.3	-2
> CC(=O)Nc1nc(C)c(Oc2ccccc2)c(=O)[nH]1
  -3	25	10	1	-2	-19	-1	-22	-0.9	-3
> C=CCOC(=O)CSCC(NC(=O)OC(C)(C)C)C(=O)OCC (configuration not stated)
  -6	22	-21	-3	-1	28	-3	-4	-1.6	2
> Cc1ccc(NC(=O)c2ccccc2OCC(=O)Nc2cccc(Cl)c2C)nc1
  -3	3	-4	-2	-1	-12	-2	-7	0.4	3
> CCOC(=O)C1=C(C)N(CCCC(=O)O)C(=O)NC1c1ccccc1OC(=O)c1cccs1 (configuration not stated)
  -3	-2	-1	-4	.	4	-9	.	0.2	.
> O=C(Cc1ccc(-n2c(=O)c3ccccc3n(CC(=O)Nc3ccc(F)cc3F)c2=O)cc1)NCc1ccco1
  3	-18	-3	-8	-6	-40	-7	-11	-7.9	-2
> COc1ccc(C(=O)Nc2nc(CC(=O)NCCc3ccccc3OC)cs2)cc1
  7	4	-11	23	.	-23	8	.	0.8	.
> CC(=O)Nc1nc(C)c(CCCOc2ccc([N+](=O)[O-])cc2)c(=O)[nH]1
  -6	16	-16	7	0	2	-2	-16	-0.5	-2
> Cc1oc(-c2ccccc2)nc1CC(=O)O
  -11	6	-6	6	-4	-47	-6	-47	0.1	5
> CCCCN(CC(=O)Nc1c(C)cccc1CC)C(=O)SCC
  -13	18	10	-2	-3	-20	-5	-19	-0.1	2
> COc1cc(OC)cc(C(=O)N[C@H](C(=O)OCC(=O)c2ccc(F)cc2)C(C)C)c1
  .	27	.	.	-4	.	.	3	.	0
> COc1ccc(C(=O)N/N=C/c2ccc(OC)c(COc3ccccc3)c2)cc1
  -2	14	8	12	0	9	39	-41	0.2	0
> CC1=C/C(=N\NC(=O)c2cccs2)CC(C)(C)C1
  54	-3	62*	-8	-12	-21	-10	-9	0.5	-2
> CCOC(CNC(=O)Cn1nc(C)c2ccccc21)OCC
  -6	23	7	11	-15	14	11	-9	-1.2	-1
> O=C(Nc1ccccc1)N1CCN(S(=O)(=O)c2ccccc2)CC1
  -11	22	-10	-2	3	-12	3	0	-0.2	5
> CCOC(=O)c1sc(N)c(C(=O)OC)c1C
  7	15	17	-3	11	-59	3	-57	1.2	2
> O=C(N/N=C/c1ccc(O)cc1)c1cc(C2CC2)[nH]n1
  -9	15	-12	1	-3	0	11	-22	-0.1	6

Three entries already listed, sorted by count of non-hydrogen atoms, ascending:
Results follow in this order: HSF1 inh	AI-2 QS mod	HSF-1 act	SKKanGAS inh	IEC-6 tox	aSyn UTR inh	Platelet DG rel	KLF5 inh	HIF activator	HSP90 refold inh
> CC(=O)Nc1nc(C)c(CCCOc2ccc([N+](=O)[O-])cc2)c(=O)[nH]1
  -6	16	-16	7	0	2	-2	-16	-0.5	-2
> COc1ccc(C(=O)Nc2nc(CC(=O)NCCc3ccccc3OC)cs2)cc1
  7	4	-11	23	.	-23	8	.	0.8	.
> CCOc1ccccc1N(CC(=O)NCc1ccco1)C(=O)CCC(=O)Nc1nccs1
  10	5	7	-2	-4	1	0	-12	-0.3	-2

Following part.
Results follow in this order: HSF1 inh	AI-2 QS mod	HSF-1 act	SKKanGAS inh	IEC-6 tox	aSyn UTR inh	Platelet DG rel	KLF5 inh	HIF activator	HSP90 refold inh
> CCOc1cc(C(=O)NCc2ccccc2)ccc1OCC(=O)N1CCOCC1
  -77*	14	-80	3	1	0	-1	11	-0.9	1
> CC1CCN(C(=O)CSc2nnc3c(n2)[nH]c2ccccc23)CC1
  2	17	-3	11	6	8	5	-16	-0.1	2
> C=CCn1c(SCc2ccc(C(=O)OC)cc2)nnc1-c1sc(N)nc1C
  3	8	-3	5	-2	21	-12	-1	0.2	2
> CCCNC(=O)NC(=O)CSc1nncs1
  -2	3	0	8	2	-10	0	-18	-0.1	4
> COc1ccc(/C=N/NC(=O)c2c(-c3ccccc3)noc2C)cc1[N+](=O)[O-]
  6	24	2	-2	-1	15	6	-21	-0.4	-2
> O=C(NC(=S)Nc1nc2c(s1)CSc1ccccc1-2)c1ccccc1
  1	8	12	38	6	-53	1	-14	0.8	4
> CSc1ncccc1C(=O)N(C)CC(=O)Nc1ccc(Cl)cc1
  -2	.	0	-6	3	-4	1	-23	-1.4	0
> O=C(COc1ccc(/C=N/NC(=O)C(=O)N2CCCCC2)cc1)Nc1ccccc1Cl
  4	2	19	-1	-1	-57	-1	-14	0.3	6
> O=C(CCl)c1ccc2c(c1)CCN2C(=O)C1CC1
  1	19	5	-16	-1	-94	2	-16	35*	4
> COCc1c(C(=O)N/N=C(\C)c2ccc(Cl)s2)nnn1-c1nonc1N
  2	-7	-4	-8	1	0	-5	-7	29*	9
> CC1CCCN(Cc2cccc(Oc3ccccc3)c2)C1 (configuration not stated)
  0	11	2	-1	-4	19	0	-18	-0.1	0
> CCOc1ccc(NC(=O)CN(C)C(=O)C2CCN(c3ncnc4sc(C)c(C)c34)CC2)cc1OCC
  -18	18	-14	-5	-1	12	-41	-22	-0.1	6
> C[C@H](NC(=O)c1[nH]cnc1C(=O)Nc1ccc(Cl)cc1)C(=O)OC(C)(C)C
  8	18	-9	23	.	17	-2	.	-0.3	.
> Cc1ccc(C(C(=O)NCc2ccc(F)cc2)N(C(=O)c2csnn2)C2CC2)cc1 (configuration not stated)
  -4	11	-1	-2	2	11	11	-6	-0.6	-4
> Cc1ccc(OCCCn2c(CO)nc3ccccc32)cc1
  4	22	-15	1	-2	-62	-8	-32	2.1	1
> CCOC(=O)C1(Cc2cccc(OC)c2)CCCN(C(=O)c2cc(C)oc2C)C1 (configuration not stated)
  21	1	30	-2	-8	-71	-5	-74	2.0	-3
> CN(C)S(=O)(=O)c1ccc(C(=O)NNc2nc(-c3ccccc3)c3cc(Br)ccc3n2)cc1
  0	-20	-17	16	6	7	6	-35	-21	0
> Cn1c(=O)c2c(nc(N3CCCC3)n2C)n(C)c1=O
  -3	15	-11	-7	2	-2	-3	-16	2.3	-3
> CCN1C(=O)S/C(=C/c2ccsc2)C1=O
  -1	0	-3	4	-3	-8	3	9	-3.2	1
> Cc1cc(C)n(C2CC(=O)N(c3ccc(C)c(Cl)c3)C2=O)n1 (configuration not stated)
  4	-11	11	1	-2	11	5	-16	0.0	3
> Brc1ccccc1/C=N/Nc1ccccn1
  23	9	45	1	-2	-131	9	-20	3.5	-1
> O=S(=O)(C=C(c1ccccc1)c1ccccc1)c1ccccc1
  3	19	-1	1	4	14	-1	11	-0.4	1

3 compounds already listed, ordered by their value in HSF-1 act, falling:
structure | HSF-1 act
O=C(NC(=S)Nc1nc2c(s1)CSc1ccccc1-2)c1ccccc1 | 12
C=CCn1c(SCc2ccc(C(=O)OC)cc2)nnc1-c1sc(N)nc1C | -3
Cn1c(=O)c2c(nc(N3CCCC3)n2C)n(C)c1=O | -11

Only aSyn UTR inh, for some of the entries so far:
mol	aSyn UTR inh
CCOC(CNC(=O)Cn1nc(C)c2ccccc21)OCC	14
O=C(Nc1ccccc1)N1CCN(S(=O)(=O)c2ccccc2)CC1	-12
CCOC(=O)c1sc(N)c(C(=O)OC)c1C	-59
O=C(N/N=C/c1ccc(O)cc1)c1cc(C2CC2)[nH]n1	0
CCOc1cc(C(=O)NCc2ccccc2)ccc1OCC(=O)N1CCOCC1	0
